ERG-DNA inh = inhibitors of human ERG Ets domain-DNA interaction; P11308; fluorescence polarization, His-ERG Ets domain / labelled DNA; Potency, µM (titrated, usually from 76.9 µM), without a hit: at the top dose FP activity, negative = inhibition, usual class: inhibitors; actives 0.028% (n = 370,000); AID 624246; active means well fitted inhibition curve with a large enough effect in the polarisation, with a control signal flat; inconclusive means small, poorly fitted or top-dose-only effect, or effect the other way, or a change in a side signal; inactive means no such curve, though single readings can be large or run the other way; the % refers to the polarisation;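 further: polarization taken with two DNA probes labelled with fluorescein and Texas red; % of control where 0% means no effect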
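His-tagged ERG Ets domain (1 uM in the protein solution; 300mM KCl, 50mM Tris-HCl, 1mM EDTA, 1mM DTT, pH 7.5) received compound, then a probe mix of 5 nM fluorescein-DNA and 100nM Texas-615-DNA. Fluorescence polarization was read for both dyes.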
HP1b chromo inh = inhibitors of HP1-beta chromodomain binding to methylated histone tails; actives 0.56% (n = 390,000); AID 540317; Potency, µM (doses to about 114 µM), for the others: top-dose activity change, negative = inhibition, hits mostly inhibitors; AlphaScreen HP1-beta / biotin-H3K9me3 peptide binding; further: nearly all actives have a fitted effect of over 70% in size; inactives centre near 23
Target sequence (P83916 whole entry, looked up): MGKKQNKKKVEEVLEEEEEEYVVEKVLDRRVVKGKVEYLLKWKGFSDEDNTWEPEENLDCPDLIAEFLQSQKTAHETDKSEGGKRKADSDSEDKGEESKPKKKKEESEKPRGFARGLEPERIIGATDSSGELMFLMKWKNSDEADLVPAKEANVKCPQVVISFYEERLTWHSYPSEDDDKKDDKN
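AlphaScreen: HP1-beta (50 nM) preformed 30 min with biotin-H3(1-18)K9me3 peptide (50 nM) in PBS pH 7.4, 0.01% Tween-20. Compound added for 30 min at RT, then streptavidin donor/nickel chelate acceptor beads (10 ug/mL) for 30 min.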
PGK inhibitor = T. brucei PGK inhibition; PGK/GAPDH coupled, Kinase-Glo luminescence, 60 min; actives 0.043% (n = 380,000); Potency, µM (highest dose often 57.5 µM), for inactives: top-dose activity change, negative = inhibition, most hits filed as inhibitors; P07378; further: on the % scale 0 is the no-effect control and ±100 the full control effect; nearly all actives have a fitted effect of over 60% in size
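Recombinant glycosomal PGK reaction used 1,3-bisphosphoglycerate generated in-well by GAPDH (100nM final) in 100mM TEA pH 7.6, 5mM MgCl2, 0.01% Tween-20. After 60 minutes at room temperature, ATP was read by Kinase-Glo Plus luminescence end-point.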
JMJD2A Tudor inh = inhibitors of human JMJD2A Tudor domain | AlphaScreen JMJD2A-Tudor / H3K4me3 peptide binding | Potency, µM (titrated, usually from 114 µM), inactives show at the highest dose activity change, negative = inhibition, hits mostly inhibitors | O75164 | actives 4.4% (n = 390,000); further: on the % scale 0 is the no-effect control and ±100 the full control effect; nearly all actives have a fitted effect of over 50% in size
RGS4 inhibitor = inhibitors of human regulator of G protein signaling 4; Potency, µM (doses to about 114 µM), without a hit: top-dose activity change, negative = inhibition, most hits filed as inhibitors; Transcreener GDP fluorescence polarization, RGS4-accelerated GTP hydrolysis; AID 504845; P49798; actives 0.039% (n = 390,000); further: on the % scale 0 is the no-effect control and ±100 the full control effect; nearly all actives have a fitted effect of over 75% in size; some results filed as inactive show a strong effect at the top dose
Target sequence (P49798 whole entry, looked up): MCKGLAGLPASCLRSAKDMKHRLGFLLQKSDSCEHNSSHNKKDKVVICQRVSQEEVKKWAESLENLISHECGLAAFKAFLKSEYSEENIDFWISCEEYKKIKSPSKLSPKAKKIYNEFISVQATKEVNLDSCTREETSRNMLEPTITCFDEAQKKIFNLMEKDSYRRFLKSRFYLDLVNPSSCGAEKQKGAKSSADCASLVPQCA
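MLSMR compounds (23 nl, pin-transferred) preincubated 10 min at room temperature with a 500nM (2x) first reagent, then RGS4 at 900nM (2x) plus Transcreener GDP mix added; fluorescence polarization (620/688 nm) read before and after 90 min at 30 °C.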
TrxR1 inh = blocks rat thioredoxin reductase 1 | Potency, µM (top dose mostly 114 µM), for inactives: at the highest dose activity change, negative = inhibition, hits mostly inhibitors | actives 1% (n = 390,000) | recombinant rTrxR1, NADPH fluorescence consumption, selenite substrate; further: on the % scale 0 is the no-effect control and ±100 the full control effect; nearly all actives have a fitted effect of over 65% in size
Target sequence (O89049 whole entry, looked up): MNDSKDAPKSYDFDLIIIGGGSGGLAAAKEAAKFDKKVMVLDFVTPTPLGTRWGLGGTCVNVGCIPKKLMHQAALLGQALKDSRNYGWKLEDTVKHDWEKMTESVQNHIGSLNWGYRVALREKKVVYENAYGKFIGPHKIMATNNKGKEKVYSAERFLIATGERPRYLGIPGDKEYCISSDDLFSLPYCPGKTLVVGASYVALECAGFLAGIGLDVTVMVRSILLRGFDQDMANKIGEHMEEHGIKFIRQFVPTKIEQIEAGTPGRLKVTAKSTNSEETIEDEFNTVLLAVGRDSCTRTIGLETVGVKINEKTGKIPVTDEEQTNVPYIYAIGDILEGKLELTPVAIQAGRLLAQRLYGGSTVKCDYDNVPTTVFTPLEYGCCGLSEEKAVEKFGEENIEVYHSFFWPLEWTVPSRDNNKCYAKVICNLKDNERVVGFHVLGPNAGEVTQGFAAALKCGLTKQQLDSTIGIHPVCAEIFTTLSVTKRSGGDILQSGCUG
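Rat TrxR1 (90 nM in the dispensed reagent) was pre-reduced with 400 uM NADPH for 5 min at room temperature, then incubated with compound for 15 min. After 400 uM selenite was added, NADPH fluorescence (Ex 340/Em 450 nm) was followed for 8 min.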
GLS inh = inhibitors of human glutaminase (GLS). O94925. actives 0.21% (n = 410,000). AID 624170. Potency, µM (highest dose often 45.5 µM), for inactives: at the top dose activity change, negative = inhibition, actives largely listed as inhibitors. GLS enzymatic activity, qHTS titration; further: on the % scale 0 is the no-effect control and ±100 the full control effect
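Glutamate formation by hKGA was monitored fluorometrically using coupled glutamate oxidase, HRP and Amplex Red. Substrate was added as 1 mM L-glutamine solution; incubation was 30 min at RT after an initial read.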
ALOX12 inh = blocks human arachidonate 12S-lipoxygenase; P18054; purified 12hLO, xylenol orange hydroperoxide absorbance; Potency, µM (highest dose often 108 µM), inactives show at the highest dose activity change, negative = inhibition, actives largely listed as inhibitors; actives 1.1% (n = 580,000); AID 1671190; further: on the % scale 0 is the no-effect control and ±100 the full control effect
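Hydroperoxide product was detected by ferrous iron/xylenol orange as the 573 to 405 nm absorbance ratio. Arachidonic acid at 40 uM (final) was turned over for 30 min at room temperature by 150 nM human 12hLO, pH 7.0 Hepes buffer, after 15 min compound preincubation.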
Pin1 inh = inhibitors of human Pin1; Potency, µM (doses to about 115 µM), for inactives: at the top dose activity, negative = inhibition, usual class: inhibitors; actives 0.009% (n = 390,000); Pin1 FP peptide displacement, HiFluor488, 10 min; Q13526; active means well fitted inhibition curve with a large enough effect in the polarisation, with a control signal flat, not every such curve was filed as active; inconclusive means small, poorly fitted or top-dose-only effect, or effect the other way, or a change in a side signal; inactive means no such curve, though single readings can be large or run the other way; the % refers to the polarisation; further: on the % scale 0 is the no-effect control and ±100 the full control effect
Target sequence (Q13526 whole entry, looked up): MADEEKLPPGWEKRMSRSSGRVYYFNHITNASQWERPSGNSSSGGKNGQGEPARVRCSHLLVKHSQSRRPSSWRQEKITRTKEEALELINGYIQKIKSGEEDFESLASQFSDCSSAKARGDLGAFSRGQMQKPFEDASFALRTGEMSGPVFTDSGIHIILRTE
An asterisk follows results filed as active; i = inactive; ? = inconclusive; · = no result given; & = joins results of further samples; [ ] = remark or other dose. Unless noted, the call rests on the fitted dose curve; in most records, active means well fitted curve in the direction sought with a large enough effect; inconclusive means small, poorly fitted or top-dose-only effect, or another doubt; inactive means no such curve, though single readings can be large; an effect the other way counts as inactive or inconclusive. Potency means the concentration at half of the fitted maximal effect. These rows are one share of the data; the hit share may differ from the screen's.

ERG-DNA inh	HP1b chromo inh	PGK inhibitor	JMJD2A Tudor inh	RGS4 inhibitor	TrxR1 inh	GLS inh	ALOX12 inh	Pin1 inh	structure
-10.0%	93.3%[activator]	-4.1%	?	21.4%	6.2%	11.5%	1.6%	0.3%	Cc1ccc(Nc2nc(NCC3CCCO3)nc(N)c2[N+](=O)[O-])cc1 (centres undefined)
0.1%	-15.1%	-4.5%	?	-3.3%	2.1%	-0.4%	0.4%	-8.5%	O=C(Nc1ccc2c(c1)OCO2)c1cc(-c2cccnc2)nc2ccccc12
-6.6%	6.2%	i	-17.9%	8.5%	-11.9%	7.1%	?	-11.3%	Cc1c(Cl)cccc1N(CC(=O)NC1CCCCC1)S(C)(=O)=O
4.1%	25.9%	6.3%	-3.3%	-4.5%	-26.5%	6.2%	3.9%&-19.2%	6.2%	COc1ccc(C(C)=O)cc1CN1CCCCC1
1.6%	12.0%	-8.4%	-27.0%	-2.7%	14.2%	-4.7%	0.0%	2.3%	CCc1ccccc1N(C)C(=O)Cn1cnc2sc(C)c(S(=O)(=O)N3CCN(c4ncccn4)CC3)c2c1=O
1.3%	16.1%	-4.4%	-31.7%	2.3%	12.5%	-1.3%	-8.6%	5.1%	O=C(c1ccc([N+](=O)[O-])cc1)N1CCSC1c1ccc(Cl)cc1 (centres undefined)
-7.2%	-6.9%	13.0%	?	4.5%	18.0%	?	-7.3%	4.2%	c1ccc2c3c([nH]c2c1)C(C1CCCCC1)N(Cc1ncc[nH]1)CC3 (centres undefined)
-1.2%	35.2%	-6.9%	-11.1%	?	?	3.3%	?	3.1%	CC(C)c1nc2sc3c(=S)nc[nH]c3c2c2c1CCC2
-0.9%	83.2%[activator]	-4.2%	-5.6%	-9.1%	17.7%	2.2%	-4.1%	2.1%	COc1cccc(CNC(=O)Cn2c(=O)c3cccn3c3ccc(F)cc32)c1OC
·	19.6%	-7.7%[11.5 µM]	-17.3%	-4.9%	18.2%	-4.4%	4.4%	4.7%	C/C(N)=C(/C#N)C(=O)CSc1nnc(-c2ccc3c(c2)OCO3)o1
6.7%	27.9%	-2.2%	-11.2%	-20.3%	42.0%[0.0914 µM]	-3.9%	20.9%	-2.9%	CC(C)(C)NC(=O)C(c1ccc(F)cc1)N(CC1CCCO1)C(=O)CCC(=O)Nc1ccccn1 (centres undefined)
8.3%	37.0%	1.7%	-2.1%	-6.1%	36.3%[activator]	-6.3%	-8.1%	11.3%	COc1ccc(CCN(C(=O)C(F)(F)F)C(C(=O)NC2CCCCC2)c2cccs2)cc1 (centres undefined)
3.1%	43.2%	11.3%	8.7%	-10.8%	30.4%[activator]	-0.1%	-23.2%	1.8%	Cc1ccc2c(c1)cc1c(=O)n(Cc3cccc(Cl)c3)nc(C)n12
-3.3%	32.2%	1.9%	4.0%	-0.3%	15.9%	1.5%	-4.6%	-5.5%	O=C(NCN1CCN(c2ccccc2F)CC1)c1cccnc1
0.7%	38.9%[activator]	-0.9%	?	16.3%	6.4%	·	?	?	Cc1ccc(OC2=NS(=O)(=O)c3ccccc32)cc1
7.0%	24.4%	-1.9%	-11.0%	-25.4%	19.0%	-0.5%	?	5.3%	COc1ccccc1OP(=O)(O)Oc1ccccc1OC
5.6%	-18.6%	0.2%	?	-42.4%	?	-0.5%	-14.5%	5.4%	O=C(CC1Sc2ncnn2C1=O)Nc1ccc(Cl)cc1 (centres undefined)
-3.7%	25.5%	-3.7%	-6.9%	6.1%	-10.5%	41.1%[activator]	43.4%	5.1%	Cc1cccc(C(=O)OCC(=O)Nc2ccc(N3CCCCC3)cc2)c1O
6.8%	82.8%[activator]	-1.1%	6.4%	-4.5%	28.9%	-3.8%	386.1%[activator]	17.1%	O=C(c1ccc(N2CCN(C(=O)c3cccc(F)c3)CC2)cc1)c1cccc(F)c1
·	19.9%	2.5%	-9.0%	18.5%	3.0%	9.2%	13.1%	5.7%	O=C(NCCCn1ccnc1)c1ccc(Cl)c(S(=O)(=O)N2CCOCC2)c1

Some of these compounds in order of SMILES length, smallest number first:
ERG-DNA inh	HP1b chromo inh	PGK inhibitor	JMJD2A Tudor inh	RGS4 inhibitor	TrxR1 inh	GLS inh	ALOX12 inh	Pin1 inh	structure
-3.7%	25.5%	-3.7%	-6.9%	6.1%	-10.5%	41.1%[activator]	43.4%	5.1%	Cc1cccc(C(=O)OCC(=O)Nc2ccc(N3CCCCC3)cc2)c1O
3.1%	43.2%	11.3%	8.7%	-10.8%	30.4%[activator]	-0.1%	-23.2%	1.8%	Cc1ccc2c(c1)cc1c(=O)n(Cc3cccc(Cl)c3)nc(C)n12
6.8%	82.8%[activator]	-1.1%	6.4%	-4.5%	28.9%	-3.8%	386.1%[activator]	17.1%	O=C(c1ccc(N2CCN(C(=O)c3cccc(F)c3)CC2)cc1)c1cccc(F)c1

Carrying on.
ERG-DNA inh	HP1b chromo inh	PGK inhibitor	JMJD2A Tudor inh	RGS4 inhibitor	TrxR1 inh	GLS inh	ALOX12 inh	Pin1 inh	structure
-5.6%	33.0%	i	-4.2%	26.9%	-6.6%	-1.2%	4.6%	-4.6%	NC1=NS(=O)(=O)NC1c1cccc(F)c1 (centres undefined)
-6.6%	34.1%	7.4%	0.7%	26.2%	20.8%	?	0.0%	?	CC(C)c1ccc(-c2noc(C3CCCN(C(=O)c4ccc(F)cc4F)C3)n2)cc1 (centres undefined)
-7.6%	79.4%[activator]	-7.4%	20µM*	-24.0%[56.9 µM]	4.0%	?	3.0%	-8.5%	O=C(c1cc(COc2ccc(F)cc2Cl)on1)N1CCCCCCC1
-1.3%	45.0%[activator]	8.5%	-15.1%	-4.9%	14.9%	20.1%	4.4%	?	Cc1ccccc1OCC(O)CN(Cc1ccccc1O)C1CCCCC1 (centres undefined)
1.1%	36.5%	-0.2%	-10.5%	0.3%	2.0%	13.3%	173.0%[activator]	0.3%	Cc1ccc2[nH]c(CCN(C)C)c(CN3CCOCC3)c2c1
-2.7%	15.8%	-5.0%	0.7%	-42.0%	1.4%[57.1 µM]	0.0%	-27.7%	-7.5%	Cn1c(=O)n(Cc2ccc(Br)cc2)c2ccccc21
-0.4%	19.1%	-0.1%	-9.4%	-2.2%	2.4%	58.9%[activator]	19.3%	3.5%	CCCS(=O)(=O)N1CCC(C(=O)NCCCN(CC)c2cccc(C)c2)CC1
-1.0%	19.6%	-4.1%	-9.8%	13.7%	-21.8%	-2.7%	?	-3.4%	CCC(C(=O)NCc1ccc(OC)cc1)n1nc(C)n2c(cc3occc32)c1=O (centres undefined)
-3.9%	7.0%	-8.4%	-1.9%	1.0%	13.9%[57.1 µM]	3.6%	17.7%	-3.0%	CCCNC(=O)COc1ccc(S(=O)(=O)Nc2ccc(C)cc2)cc1
-5.5%	21.1%	-6.5%	-5.4%	27.5%	-0.1%	27.2%	?	-3.9%	CC(C)(C)NC(=O)CC(c1ccccc1)c1ccccc1O (centres undefined)
1.2%	35.6%	i	-9.9%	-5.4%	16.0%[57.1 µM]	1.9%	31.2%[activator]	1.8%	Cc1ccc(NC(=O)c2ccc(C)c(NC3=NC4CS(=O)(=O)CC4S3)c2)cc1C (centres undefined)
5.4%	11.1%	·	56.2µM*	?	?	28.1%	20µM*	·	O=C(O)CN1C(=O)/C(=C\c2cc(Br)ccc2OCc2ccc(Cl)cc2)SC1=S
2.8%	17.1%	8.2%	-15.6%	16.5%	19.2%[57.1 µM]	-9.6%	-18.7%	-1.7%	CCN(CC)CCn1c2c(c(SCC(=O)Nc3cccc(C(F)(F)F)c3)nc1=O)CCC2
0.5%	-0.9%	-7.4%	-32.7%	6.5%	8.9%[57.1 µM]	6.1%	16.0%	-6.3%	O=C1CSC(c2cccc([N+](=O)[O-])c2)N1CCc1ccccc1 (centres undefined)
-0.3%	34.7%	8.7%	-9.4%	-27.7%	14.4%	4.1%	3.1%	0.8%	Clc1ccc2c(c1)C1CC2CCN1Cc1ccccc1 (centres undefined)
15.2%	7.4%	0.0%	-11.1%	-17.1%	8.2%[11.4 µM]	18.1%	4.9%	-8.8%	COc1cc(OC)cc(C(=O)NNC(=O)c2nn(C)c(=O)c3ccccc23)c1
4.2%	29.4%	-1.4%	-23.6%	-1.5%	12.8%	-0.3%	-14.2%	?	Cc1cc(C)cc(OCC(=O)OC/C(O)=C(\C#N)c2nc3ccccc3[nH]2)c1
-18.0%	-1.3%	i	-34.0%	-9.8%	2.9%	9.9%	-17.5%	-7.7%	CC1CC(C)(C)CC2(C1)NC(=O)N(CC(=O)NCCc1c[nH]c3ccccc13)C2=O (centres undefined)
-10.2%	-3.6%	1.4%	-10.1%	7.5%	20.8%[57.1 µM]	-0.7%	8.2%	-2.0%	CCOc1ccc(CC(=O)NCCc2sc3nc(-c4ccc(F)cc4)nn3c2C)cc1
5.9%	11.4%	-8.0%	-11.7%	-4.7%	27.8%[57.1 µM]	0.4%	-5.4%	-4.1%	CCN1CCCC1CNS(=O)(=O)c1ccc(Cl)c(C(F)(F)F)c1 (centres undefined)
-3.4%	17.8%	i	-24.3%	15.1%	-13.0%	3.5%	-28.7%	4.1%	N#Cc1ccc(Oc2nc(C#N)cc(-c3ccccc3)n2)cc1
-4.2%	22.6%	-0.5%	-0.7%	-13.2%	-2.3%	-1.7%	12.9%	9.6%	Cc1cc(C(=O)OCC(=O)NC2(C#N)CCCCC2)c(C)o1

From PubChem
